CAL PDZ FP – CAL PDZ peptide-binding inhibitors, primary screen, biochemical, fluorescence polarization, Cer-tagged CAL PDZ, HTS | Golgi-associated PDZ and coiled-coil motif-containing protein (Homo sapiens), Q9HD26 | purified CAL PDZ, TMR-peptide fluorescence polarization, 1 h | inhibition, % at 20 µM | hit rate 0.02% among 330,000 | AID 504414, 2011;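 active = highest replicate inhibition of at least 40%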;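 note: plate controls were DMSO neutral control wells for no effect and unlabeled competitor peptide control wells for full effect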
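material = purified tagged CAL PDZ domain construct (CerCALP) | buffer or medium = sodium phosphate/NaCl buffer pH 7.4 with TCEP, IgG, Thesit | reagent = TMR-labelled reporter peptide T*-PRC34 bound in PDZ groove | incubation = 1 h room-temperature incubation prior to read | measured by = fluorescence polarization (mP) | evaluation = percent inhibition from loss of millipolarization | control set = unlabelled peptide and DMSO controls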
phage Ecoli inh – growth loss of phage-infected E. coli, primary screen, RecBCD inhibitor project, absorbance, with phage, HTS | inhibition, % at 11.9 µM | hit rate 0.26% among 360,000; in the data active = inhibition above about 11%
DAGLB inhibitor – DAGLB lipase inhibitors, primary screen, biochemical, fluorescence, HTS | Diacylglycerol lipase-beta (Homo sapiens), Q8NCG7 | hit rate 0.059% among 340,000 | AID 504411, 2011 | HEK293T DAGLB membrane lysate, EnzChek fluorogenic substrate | inhibition, % at 5.17 µM; in the data active = inhibition above about 34%;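 note: 0% = enzyme with vehicle and 100% = wells lacking enzyme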
Target sequence (Q8NCG7 whole entry, looked up): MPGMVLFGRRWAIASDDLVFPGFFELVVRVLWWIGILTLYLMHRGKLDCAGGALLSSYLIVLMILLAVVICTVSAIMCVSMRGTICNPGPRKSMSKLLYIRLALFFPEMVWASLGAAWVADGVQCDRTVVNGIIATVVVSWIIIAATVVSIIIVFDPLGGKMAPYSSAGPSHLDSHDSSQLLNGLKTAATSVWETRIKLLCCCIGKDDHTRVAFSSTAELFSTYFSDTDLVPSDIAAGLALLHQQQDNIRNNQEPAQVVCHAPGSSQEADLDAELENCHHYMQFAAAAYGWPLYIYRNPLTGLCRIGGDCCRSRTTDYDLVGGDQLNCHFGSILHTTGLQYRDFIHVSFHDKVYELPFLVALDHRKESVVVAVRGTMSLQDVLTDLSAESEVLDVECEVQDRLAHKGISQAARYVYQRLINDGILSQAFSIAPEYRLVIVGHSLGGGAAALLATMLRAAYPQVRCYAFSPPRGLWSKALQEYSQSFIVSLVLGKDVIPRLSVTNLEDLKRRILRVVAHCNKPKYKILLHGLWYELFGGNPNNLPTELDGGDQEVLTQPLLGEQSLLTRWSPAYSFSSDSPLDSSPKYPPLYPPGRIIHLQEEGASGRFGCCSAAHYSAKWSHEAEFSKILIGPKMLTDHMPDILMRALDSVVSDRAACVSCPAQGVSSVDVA
Tat export inh – E. coli Tat export inhibitors, primary screen, MC4100, TorA-mCherry reporter, fluorescence, single point | inhibition, % at 10 µM | hit rate 0.036% among 340,000 | AID 488895, 2010;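 active = mean replicate inhibition at least 50% and at least half of replicates individually reaching 50%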;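 note: exported cargo escapes ClpAP degradation while cytoplasmic cargo is degraded and loses fluorescence; 0% = median of neutral control wells and 100% = median of NaSCN control wells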
Wnt act – Wnt/beta-catenin pathway activators, primary screen, cell-based, plate reader, single point; Wnt/beta-catenin reporter cell assay, activator; activation, % at 9.35 µM; hit rate 1.2% among 300,000; AID 743398, 2014; in the data active = activation above about 30%, passing the limit was not always enough;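 note: 0% = neutral control wells and 100% = positive control wells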
E coli growth – E. coli V3065 growth inhibition, primary screen, counter-screen for AddAB inhibitor project, absorbance, OD600; 18 h; inhibition, % at 11.9 µM; hit rate 0.27% among 330,000; AID 449728, 2010;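 active = inhibition above the campaign's mean inhibition across all tested compounds plus 3 SD, cut at about 9.9% in these data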;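 note: uninfected addAB+ strain grown without phage in ampicillin broth; 0% = DMSO wells and 100% = ciprofloxacin 0.95 µg/ml wells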
PfHsp90 set2 – growth inhibition of PfHsp90-expressing yeast, primary screen, antimalarial PfHsp90 inhibitor project, S. cerevisiae, BacTiter-Glo luminescence, single point, set 2 | BacTiter-Glo ATP, 48 h; yeast lacking PDR1 and PDR3 efflux regulators | inhibition, % at 9.4 µM | hit rate 0.32% among 310,000 | AID 504621, 2011;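 active = every replicate shows inhibition above about 80%, whatever the replicate mean, limit read from the data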;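 note: 0% = DMSO neutral controls and 100% = 20 µM radicicol positive controls; yeast relying on Plasmodium falciparum Hsp90 in place of its own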
Rtt109 Vps75 – inhibitors of C. albicans Rtt109/Vps75 HAT, primary screen, biochemical, ThioGlo CoA-SH fluorescence, plate reader; hit rate 0.16% among 330,000; purified Rtt109/Vps75, 4 h; AID 540336, 2011; inhibition, % at 34.9 µM;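 active = inhibition of at least 50% in every replicate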
Target sequence (Q5AAJ8 whole entry, looked up): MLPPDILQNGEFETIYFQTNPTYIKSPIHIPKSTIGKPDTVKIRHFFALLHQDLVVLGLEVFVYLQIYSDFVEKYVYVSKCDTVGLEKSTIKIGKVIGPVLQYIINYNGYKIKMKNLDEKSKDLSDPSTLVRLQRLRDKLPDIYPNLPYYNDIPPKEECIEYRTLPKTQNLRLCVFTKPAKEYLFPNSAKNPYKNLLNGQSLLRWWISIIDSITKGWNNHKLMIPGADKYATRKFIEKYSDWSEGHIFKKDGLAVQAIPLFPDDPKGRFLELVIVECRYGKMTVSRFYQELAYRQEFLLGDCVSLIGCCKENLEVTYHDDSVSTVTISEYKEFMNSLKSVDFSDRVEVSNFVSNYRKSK
AddAB inh – growth inhibition of E. coli expressing H. pylori AddAB, primary screen, AddAB inhibitor project, absorbance. inhibition, % at 11.9 µM. AID 435030, 2010. hit rate 0.29% among 330,000; in the data active = inhibition above about 12%;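 note: 0% = vehicle wells of infected cells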
PvdQ inh – P. aeruginosa PvdQ acylase inhibitors, primary screen, biochemical, fluorescence, plate reader and imaging, single point; hit rate 0.063% among 340,000; purified PvdQ acylase; inhibition, % at 10 µM; PvdQ acylase [Pseudomonas aeruginosa LESB58]; AID 488965, 2010; in the data active = inhibition above about 30%, passing the limit was not always enough;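 note: 0% = vehicle neutral wells and 100% = reference inhibitor wells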
Starred values were filed as active, the others as inactive; i = inactive; . = not tested or not shown; & = joins results of further samples. Outcome played no part in choosing rows (roughly 1.9% active in at least one column).

SMILES	CAL PDZ FP	phage Ecoli inh	DAGLB inhibitor	Tat export inh	Wnt act	E coli growth	PfHsp90 set2	Rtt109 Vps75	AddAB inh	PvdQ inh
CC1CCCCC12NC(=O)N(CC(=O)N(C)Cc1nc3ccccc3c(=O)[nH]1)C2=O (stereo unspecified)	-1.0	-0.8	-3	-4	-3	1.9	.	0	1.1	-5
Cc1ccc(S(=O)(=O)Nn2cnnc2)cc1	0.3	2.5	-2	-28	0	-1.3	-23	-5	-0.4	-16
COc1ccc(C(=O)NNC(=O)C(=O)N2CCCCC2)cc1OC	-2.6	2.8	2	20	0	1.4	-9	-2	0.4	-2
Cc1ccc(CNC(=O)CCS(=O)(=O)c2ccc(C)cc2)cc1	-2.1	2.5	1	-3	-1	2.9	-2	-16	4.9	3
O=C(COC(=O)COc1ccc(Cl)cc1)NCCNC(=O)COC(=O)COc1ccc(Cl)cc1	-2.4	3.0	0	-2	0	-0.4	-9	5	-0.4	8
CCOc1ccc(S(=O)(=O)c2c(C(=O)c3ccc(C)cc3)cnc3cc4c(cc23)OCCO4)cc1	-1.1	3.5	-3	4	.	-0.9	-13	5	2.0	2
COc1ccc(CNC(=O)C[C@H]2C[C@H](C(=O)N3CCOCC3)[C@@]3(C)c4[nH]c5ccc(Cl)cc5c4CCN3C2=O)cc1OC	0.7	3.0	0	4	-1	-1.6	11	-5	0.7	-10
CC[C@]12c3[nH]c4ccccc4c3CCN1C(=O)C(CC(=O)NCCC1=CCCCC1)C[C@@H]2C(=O)N1CCN(C(=O)c2ccco2)CC1 (stereo partly specified)	-0.4	1.5	1	9	-7	-0.7	-1	6	0.2	-15
CCCCCOC(=O)c1ccc(OC(=O)c2cncc(Br)c2)cc1	-1.0	3.2	1	-8	.	2.2	-24	3	-0.6	-3
N#C/C(=C\Nc1ccc(Cl)cn1)S(=O)(=O)c1ccccn1	-0.6	-0.7	1	-2	3	-0.2	8	6	-1.3	-15
Cn1c(=O)c([N+](=O)[O-])c(NCCCn2ccnc2)c2ccccc21	-4.1	2.9	0	-4	-1	1.0	-1	2	5.3	-14
C/C(=N/NC(=O)CNc1ccc(C)cc1)c1ccc(Cl)cc1	-0.8	2.8	-1	2	.	3.0	-23	3	2.7	-11
CC(=O)OC(C(=O)NC1CCCCC1)c1ccc(Cl)c(Cl)c1 (stereo unspecified)	-3.3	2.9	0	4	3	0.2	-11	-13	-1.0	-6
CC(=O)c1c(C)nc(-c2ccccc2)nc1N	-1.9	6.8	-3	-8	0	-0.3	4	-2	4.7	-3
Cc1ccc(C)c(NC(=S)NNC(=O)c2ccc(Br)o2)c1	-2.5	4.1	0	-8	.	-0.7	.	-9	1.6	-10
CCN(CC)C(=O)CSC1=C(C#N)C(c2cccs2)C=C(C)N1 (stereo unspecified)	-1.7	-0.2	-1	0	2	0.1	-2	5	1.8	-2
Cc1cc(C)c(NC(=O)CN2CCN3CCCC3C2)c(C)c1 (stereo unspecified)	0.0&-0.5	1.8&1.9	-7&-2	1&-2	0	-2.0	-4	6&-5	2.1	12&-5
Cn1c2c(c(=O)n(C)c1=O)C(CC(=O)Nc1ccc(F)cc1)C(=O)N2 (stereo unspecified)	-1.8	4.6	2	0	-1	1.4	5	-2	1.7	-3
C=CCOc1ccc2c(c1)CCC1C2CCC2(C)C(O)C(O)CC12 (stereo unspecified)	0.4	3.2	1	11	7	.	8	-10	.	2
Cc1cc(C)c(S(=O)(=O)Nc2cccnc2)c(C)c1	-0.9	2.0	0	-2	.	1.9	.	-2	1.3	-5
O=C1CSC(c2cccc(F)c2)N1c1ccccc1F (stereo unspecified)	-0.1	-3.5	0	6	.	-2.4	6	-5	1.6	2
Cc1nn(C2CCS(=O)(=O)C2)c2nc(C3CC3)cc(C(=O)Nc3cccc(C#N)c3)c12 (stereo unspecified)	-1.8	-0.1	-2	-2	-2	.	.	-1	.	-14
CCCCN(C)C1=CC2=CC(=C(C#N)C#N)CCC2CC1 (stereo unspecified)	0.2	0.5	i	-5	-2	-4.8	14	-6	1.4	-4
Cc1nn(CC#N)c(=O)n1-c1ccccc1	-2.4	2.5	2	-5	-4	1.6	5	3	0.5	-8
CCOc1ccc2nc(NC(=O)C(NS(=O)(=O)c3cccc4nsnc34)C(C)C)sc2c1 (stereo unspecified)	-0.7	4.3	4	2	-3	0.2	10	12	1.1	-8
CCCS(=O)(=O)c1nc(S(=O)(=O)c2ccc(C)cc2)c(NCc2ccco2)s1	-2.2	2.6	0	-2	.	0.8	-11	1	9.8	0
COc1ccc(CCN2C(=O)c3[nH]nc(-c4ccccc4O)c3C2c2ccc(C)cc2)cc1OC (stereo unspecified)	-2.7	2.6	2	15	3	-2.1	0	7	2.3	6
CCCC[C@@H]1CN=C(N)N1CC(C)(C)C	0.0	2.8	3	1	-1	-2.1	8	-1	-1.4	-13
COc1cccc(-n2cnc3scc(-c4cccs4)c3c2=O)c1	-5.7	2.4	-5	5	.	-0.1	2	0	1.1	-10
C#CCOc1nc(Nc2cccc([N+](=O)[O-])c2)nc(OCC#C)n1	-2.6	2.8	-3	-2	-3	1.9	-5	10	1.8	1
CN(C)S(=O)(=O)c1ccc(Cl)c(NC(=O)COC(=O)c2ccc(O)cc2)c1	-1.2	2.4	0	-1	4	0.9	13	-1	8.0	-6
CCN1CCC(O)(C(C(=O)O)c2ccccc2)CC1 (stereo unspecified)	-0.4	1.2	0	-2	-4	.	-5	7	.	6
CCOc1ccc(/C=N/NC(=O)CNC(=O)c2ccc(S(=O)(=O)N3CCOCC3)cc2)cc1	-2.1	3.2	0	4	1	0.6	-3	.	0.2	-15
CCOc1cc(/C=C(\C#N)C(=O)Nc2cccc(C(=O)O)c2)ccc1OCc1ccccc1Cl	-3.1	0.2	-2	2	4	3.9	-18	6	5.0	-9
Cc1cc(N2C(=O)C3CC=CC(C)C3C2=O)no1 (stereo unspecified)	-3.5	2.9	2	-5	-3	-1.3	-22	.	3.4	-3
Cc1c(C(=O)Nc2ccc3c(c2)OCCO3)sc2ncnc(N3CCCCC3C)c12 (stereo unspecified)	-2.1	1.9	0	22	6	-0.4	-42	-7	4.4	16

Taken from the entries so far for reference:
SMILES	CAL PDZ FP	phage Ecoli inh	DAGLB inhibitor	Tat export inh	Wnt act	E coli growth	PfHsp90 set2	Rtt109 Vps75	AddAB inh	PvdQ inh
Cc1cc(C)c(NC(=O)CN2CCN3CCCC3C2)c(C)c1 (stereo unspecified)	0.0&-0.5	1.8&1.9	-7&-2	1&-2	0	-2.0	-4	6&-5	2.1	12&-5
Cn1c2c(c(=O)n(C)c1=O)C(CC(=O)Nc1ccc(F)cc1)C(=O)N2 (stereo unspecified)	-1.8	4.6	2	0	-1	1.4	5	-2	1.7	-3
C=CCOc1ccc2c(c1)CCC1C2CCC2(C)C(O)C(O)CC12 (stereo unspecified)	0.4	3.2	1	11	7	.	8	-10	.	2
Cc1cc(C)c(S(=O)(=O)Nc2cccnc2)c(C)c1	-0.9	2.0	0	-2	.	1.9	.	-2	1.3	-5

(next part)
SMILES	CAL PDZ FP	phage Ecoli inh	DAGLB inhibitor	Tat export inh	Wnt act	E coli growth	PfHsp90 set2	Rtt109 Vps75	AddAB inh	PvdQ inh
Cc1ccc(CNC(=O)c2ccc(-n3cccc3)cc2)cc1	-3.3	0.0	-3	-7	4	.	21	-2	.	-7
Fc1ccc2[nH]c3c(NCCN4CCOCC4)ncnc3c2c1	0.7	.	-2	-8	.	2.8	-3	0	3.2	3
CN(C)c1ccc(-c2c(-c3ccc4c(c3)OCO4)noc2-c2ccsc2)cn1	0.2	.	-12	2	.	1.5	-6	-2	-0.9	0
COc1ccc(NC(=O)CN(c2ccc(C)cc2)S(=O)(=O)c2c(C)nn(C)c2C)cc1OC	-0.5	2.0	-7	-6	-1	-2.2	-3	-1	0.2	-14
CCOc1ccc(CNc2ccc(CNc3ncn[nH]3)cc2)cc1	-1.7	-0.1	0	9	-3	-0.5	-6	5	2.7	-10
COc1cc(/C(O)=C(\C#N)c2nc3ccccc3[nH]2)cc(OC)c1OC	-3.1	0.9	2	1	2	.	-25	-9	.	-7
COc1ccc(CNC(=O)Cn2nc(C(F)(F)F)cc2C)cc1	-1.4	3.5	0	-6	-1	-0.2	-12	-7	1.0	-14
Cc1nn(CC(=O)O)c(=O)c2ccccc12	-0.8	1.7	-1	-7	12	1.2	-8	2	-0.8	-3
COc1ccc(CN2CCN(c3cc(C)nc4c5c(C)cc(C)nc5nn34)CC2)cc1F	-1.9	3.2	2	-9	.	-0.8	0	0	-0.9	-9
COc1ccc(C(=O)Nc2ccc3ccccc3n2)cc1OC	-2.6	3.1	-3	0	22	-1.5	2	3	1.4	-2
COc1ccc(C(=O)N[C@H](C(=O)NC2CCCCC2)C(C)C)cc1	0.2	2.7	-1	8	-2	1.1	.	3	1.9	-3
CC(=O)N1C(=O)NC2=C(C(=O)CCC2)C1c1cccc([N+](=O)[O-])c1 (stereo unspecified)	0.5	-0.5	-3	-2	0	3.8	10	5	0.2	2
Cc1onc(-c2ccccc2Cl)c1C(=O)OCn1nnc2ccccc2c1=O	-3.0	1.2	-1	2	.	-0.7	-36	2	2.1	-7
COc1ccc(NC(=S)Nc2ccc(S(N)(=O)=O)cc2)c(C)c1	-0.3	2.4	1	-2	-1	0.5	23	2	1.1	6
Cc1cccc(NC(=O)NCc2ccc3[nH]c(C)cc3c2)c1	-0.1	4.8	-2	2	0	-3.1	-1	-8	-1.6	-17
CCOC(=O)C(NC(C)=O)(NC(C)C)C(F)(F)F (stereo unspecified)	-0.3	0.1	-1	2	0	-0.2	16	6	-1.1	-11
COc1ccc(-c2cc(C(F)F)n3ncc(C(=O)Nc4cccc(S(=O)(=O)N5CCOCC5)c4)c3n2)cc1	-1.6	3.6	-1	-22	-13	-2.4	-21	0	-0.5	12
N#CCCN1CCC(NC(=O)OCc2ccccc2)CCC1=O (stereo unspecified)	-1.4	1.0	-3	4	-4	0.0	-2	1	1.8	-2
COc1nc(-c2ccccc2)ccc1-c1noc(COc2ccccc2)n1	-1.1	2.0	-20	0	-1	-1.9	-11	-2	0.0	-1
Cc1ccc(SCC(=O)c2ccc[nH]2)cc1	-0.3	-0.1	-2	-1	8	-1.4	-16	5	6.1	-11
CC(=O)Nc1ccc(NC(=O)CSc2nncn2C)cc1	-0.5	1.7	-1	-1	-2	-0.3	16	-10	2.0	-6
Cc1c(Cl)cccc1NC(=O)Nc1cccnc1	-4.7	0.1	-2	-2	4	-0.5	1	29	0.3	11
CC(=O)c1cccc(NC(=O)C(OC(=O)/C=C/c2ccc3c(c2)OCO3)c2ccccc2)c1 (stereo unspecified)	0.1	-0.3	-4	2	-4	0.1	1	7	0.7	-3
N#Cc1ccccc1S(=O)(=O)N1CCN(C(=O)C2CCCCC2)CC1	-0.4	1.9	-9	8	-3	3.8	-13	12	4.4	2

From PubChem BioAssay
